HSF1 inhib: HSF1 inhibitors in luciferase reporter cells, primary screen, cell-based, NIH3T3, luminescence. NIH3T3-HGL HSE-luciferase, MG132-induced, luminescence 8 h; stronger effect = lower value. activity change, negative = inhibition, % at 7.5 µM (by protocol). 300,000 compounds, 0.77% hits;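 active = more than half of replicate wells show activity change below -50%, luminescence cut by over half; inconclusive = some wells, but at most half, below -50%; inactive = no replicate well below -50%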;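 also: luciferase reports HSF-1 transcriptional activity via heat shock element; 0% = median of DMSO wells and -100% = zero luminescence signal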
HSF-1 act: HSF-1 activators, primary screen, NIH3T3-HGL cells, MG132 stress, luminescence, single point | NIH3T3-HGL HSF-1 luciferase reporter, 8 h; 100% = twice DMSO control signal | activation, % at 9 µM | AID 504408, 2011 | 300,000 compounds, 1.7% hits;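 active = mean replicate activation of at least 50% with a set share of replicates each reaching 50%; inconclusive = only one of those two conditions met; inactive = mean below 50% and too few replicates reaching it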;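 also: 0% = median of the neutral control wells and 100% = twice that signal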
KLF5 inh: KLF5 expression inhibitors, primary screen, DLD-1 cells, luminescence; inhibition, % at 5 µM; AID 1700, 2009; 290,000 compounds, 0.23% hits; DLD-1 KLF5 promoter-luciferase reporter;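 active = inhibition above a per-plate limit of that plate's mean compound inhibition plus 3 SD, cut at about 60% in these data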;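 also: 0% = DMSO wells and 100% = LY294002 at 200 µM; higher means less KLF5 promoter-driven luciferase light; inactives centre near -14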
Platelet DG rel: inhibitors of platelet dense granule secretion, primary screen, cell-based, MLPCN, human platelets; human platelet-rich plasma, SFLLRN dense granule ATP release, luminescence; inhibition, %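 (compounds screened at 7.5 µM in platelet-rich plasma)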; 300,000 compounds, 0.22% hits;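 active = mean replicate score, as percent of positive control, at or above 50; inconclusive = mean below 50 but at least one replicate at or above 50; inactive = mean and every replicate below 50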
HSP90 refold inh: HSP90 inhibitors, primary screen, cell lysate, luminescence | Rabbit reticulocyte lysate, luciferase refolding luminescence, 3 h | inhibition, % at 5.6 µM | 290,000 compounds, 0.91% hits | AID 1789, 2009;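 active = inhibition above the screen-wide mean plus 3 SD, computed separately per campaign, cut at about 16% in these data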;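 also: 0% = DMSO wells and 100% = 60 µM geldanamycin wells; inhibitors lower the luminescence because luciferase stays unfolded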
GSK3 alpha inh: blockers of GSK3A enzyme activity – biochemical, luminescence, cell-free homogeneous, HTS, primary screen | GSK-3 alpha kinase, ADP-Glo luminescence, 60 min | AID 2650, 2010 | Glycogen synthase kinase-3 alpha (Homo sapiens), P49840 | 320,000 compounds, 0.1% hits | inhibition, % at 10 µM;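 in the data active = inhibition above about 50%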;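 also: GST-tagged GSK-3 alpha with peptide substrate and 25 µM ATP; 0% = DMSO neutral wells and 100% = GW8510 positive control wells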
Target sequence (P49840 whole entry, looked up): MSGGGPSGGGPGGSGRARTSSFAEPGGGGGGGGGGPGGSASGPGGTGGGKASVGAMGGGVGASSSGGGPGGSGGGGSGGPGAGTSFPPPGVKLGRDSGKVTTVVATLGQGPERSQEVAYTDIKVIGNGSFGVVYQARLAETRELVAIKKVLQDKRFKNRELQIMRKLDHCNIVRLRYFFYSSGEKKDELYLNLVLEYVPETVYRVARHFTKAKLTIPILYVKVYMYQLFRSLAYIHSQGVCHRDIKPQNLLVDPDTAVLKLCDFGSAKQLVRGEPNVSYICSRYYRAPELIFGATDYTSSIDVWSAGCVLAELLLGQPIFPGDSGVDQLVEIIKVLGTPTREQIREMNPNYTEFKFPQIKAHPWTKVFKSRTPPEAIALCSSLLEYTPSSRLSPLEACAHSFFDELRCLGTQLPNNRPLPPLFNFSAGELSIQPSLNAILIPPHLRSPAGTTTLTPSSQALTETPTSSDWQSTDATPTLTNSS
Dyrk1A ADPGlo: rat Dyrk1A kinase inhibitors, primary screen, biochemical, single point, plate reader; 310,000 compounds, 0.43% hits; inhibition, % at 12.5 µM; ADP-Glo luminescence, NFATc1 peptide; in the data active = inhibition above about 50%;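 also: plate controls were vehicle with enzyme for no effect and no enzyme for full effect; many of its hits are not listed in these tables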
IEC-6 tox: cytotoxicity in IEC-6 intestinal epithelial cells, primary screen, cytotoxicity control for KLF5 inhibitor project, cell-based, luminescence. inhibition, % at 5 µM. 290,000 compounds, 0.78% hits. AID 1825, 2009. IEC-6 cytotoxicity, luminescence viability; in the data active = inhibition above about 22%;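 also: 0% = plate median of test compound wells and 100% = cytotoxic reference compound wells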
aSyn UTR inh: MLPCN primary screen, SNCA 5' untranslated region. alpha-synuclein 5'UTR reporter, inhibitor activity. inhibition, % (tested at 7.5 µM). 300,000 compounds, 0.82% hits. AID 1813, 2009; in the data active = inhibition above about 60%; inconclusive = no clear call, values can overlap the other calls;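 also: H4 neuroglioblastoma cells stably carrying SNCA 5'UTR luciferase fusion; 0% = DMSO wells and 100% = positive control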
GSK3beta inhib: human GSK3beta kinase inhibitors, primary screen, biochemical, cell-free homogeneous, HTS; GST-GSK3beta kinase, ADP-Glo luminescence, 60 min; stronger effect = lower value; activity score (negative = inhibition), % at 10 µM; 300,000 compounds, 0.038% hits; AID 2097, 2009;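 active = more than half of replicate wells score below -50%, meaning over 50% inhibition versus plate controls; inconclusive = some replicates but at most half score below -50%; inactive = no replicate scores below -50%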;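 also: 0% = median DMSO wells and -100% = median GW8510 positive control wells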
Target sequence (P49841 whole entry, looked up): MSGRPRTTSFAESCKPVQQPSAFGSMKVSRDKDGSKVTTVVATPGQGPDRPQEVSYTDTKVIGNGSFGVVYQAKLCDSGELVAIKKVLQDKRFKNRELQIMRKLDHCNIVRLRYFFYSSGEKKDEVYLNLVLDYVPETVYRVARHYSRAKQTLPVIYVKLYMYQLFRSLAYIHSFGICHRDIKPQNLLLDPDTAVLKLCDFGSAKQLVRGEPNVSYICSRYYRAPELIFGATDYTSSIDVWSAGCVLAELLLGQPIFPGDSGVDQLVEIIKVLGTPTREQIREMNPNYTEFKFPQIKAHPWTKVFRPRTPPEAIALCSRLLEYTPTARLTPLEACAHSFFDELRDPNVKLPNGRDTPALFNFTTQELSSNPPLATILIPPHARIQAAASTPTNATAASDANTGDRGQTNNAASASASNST
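Assay system: GST-fused GSK3beta enzyme, cell-free / Medium: Tris pH 7.5 buffer with MgCl2, DTT, BSA, heparin / Also added: peptide substrate plus 25 µM ATP (final) / Compound: 10 µM single point / Timing: kinase reaction with compound 60 min at room temperature / Detection: ADP-Glo luminescence / Benchmarks: DMSO neutral wells and GW8510 at 20 µM as positive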
* hit, by the source's call; ? = inconclusive; / = no result given.

entry	compound	HSF1 inhib	HSF-1 act	KLF5 inh	Platelet DG rel	HSP90 refold inh	GSK3 alpha inh	Dyrk1A ADPGlo	IEC-6 tox	aSyn UTR inh	GSK3beta inhib
1	CC(=O)c1cc(C)ccc1OC(=O)CCN1C(=O)C2C3c4ccccc4C(c4ccccc43)C2C1=O (stereo unspecified)	0	8	-13	-3	0	-3	0	-6	1	0
2	Cc1ccc(N2C(=O)C(CN3CCCC3)C2c2ccccc2)cc1 (stereo unspecified)	4	15	-16	0	1	-3	2	5	-2	-3
3	COCCCN(C(=O)c1ccco1)c1nc(-c2cc(OC)ccc2OC)cs1	7	14	-1	-5	-2	3	7	-2	0	-1
4	CC1(C)C(C=C(Cl)Cl)C1C(=O)N/N=C/c1ccccc1F (stereo unspecified)	2	0	-16	-16	1	3	/	6	-16	2
5	CCS(=O)(=O)N1CCC(c2nc3ccccc3[nH]2)CC1	-5	-1	-13	-3	0	0	8	9	-23	0
6	O=C(NN1C(=O)C2C3C=CC(C3)C2C1=O)c1ccccc1 (stereo unspecified)	0	15	1	-5	1	-3	5	-8	11	3
7	Cc1ccc(CNC(=O)CCCCCNC(=O)N2CCn3c2nc2ccccc23)cc1	20	34	-22	5	3	1	0	2	-8	-4
8	O=C(CCC(=O)Nc1ccccc1)N/N=C/c1cccnc1	-3	-3	-9	-7	6	4	-3	4	-5	2
9	COc1ccc(/C=C/C(=O)OCC(=O)c2ccc3c(c2)NC(=O)CO3)cc1	-3	-1	-4	-1	3	-1	-3	-2	-16	2
10	CCC1=NN2C(=N)/C(=C/c3cc(C)n(-c4ccccc4)c3C)C(=O)N=C2S1	-6	10	-3	-15	7	6	/	1	-10	0
11	CCc1cccc(CC)c1NC(=O)c1cc(CN2C(=O)c3ccccc3C2=O)ccc1OC	-1	21	-34	19	5	-3	-1	2	22	4
12	CCOC(=O)c1ccc(Cl)c(NC(=O)c2ccc(-c3ccccc3)cc2)c1	?	-44	-18	-4	2	-4	-2	1	-57	0
13	CCn1c(CNC(=O)c2cccs2)nnc1SCC(=O)NCCc1ccccc1	0	-2	14	-8	2	/	4	7	8	1
14	COc1ccc2c(CSc3nc4nc(C)cc(C)n4n3)cc(=O)oc2c1	21	3	1	7	1	1	10	5	2	-1
15	CCC(C)[C@H](Nc1nc(-c2ccccc2)nc2c1oc1ccccc12)C(=O)O (stereo partly specified)	-3	-26	-9	14	-4	-7	2	5	21	-19
16	Cc1cc(CO)nn1-c1ccc([N+](=O)[O-])cc1	-11	-11	-29	3	1	-1	/	0	-26	-3
17	CCOC(=O)c1sc(/N=C/N(C)C)c(C(=O)OCC)c1C	3	7	2	-5	-1	0	-1	7	7	-2
18	CC(=O)Nc1ccc(-c2csc(N/N=C\c3ccncc3)n2)cc1	-3	18	-17	-2	6	1	/	3	-35	-2
19	CN(CC(=O)Nc1ccccc1Br)C(=O)c1ccc(-c2ccc(Cl)cc2)o1	15	20	-21	2	2	2	-2	2	-7	0
20	O=C(OCc1ccc(O)cc1)c1c(-c2ccsc2)oc2ccc(N3CCOCC3)cc12	3	7	-31	-5	-2	-3	0	7	19	1
21	CN(CCC#N)C(=O)CSc1ncnc2sc(-c3ccccc3)cc12	8	39	-8	1	-1	-1	-1	2	-106	-1
22	COc1cc(NC(=O)COC(=O)[C@@H]2CCCN2S(=O)(=O)c2ccc(Cl)cc2)cc(OC)c1OC	-2	-12	-18	20	-2	-1	3	-7	26	3
23	CN1CCN(C(=O)/C(=C/c2ccccc2)c2ccccc2)CC1	0	-14	-48	0	-4	-7	1	-5	16	4
24	CCOC(=O)C(CSCC(=O)c1ccc(Cl)cc1Cl)NC(=O)OC(C)(C)C (stereo unspecified)	6	-6	-35	-18	-3	-4	4	-2	-2	1
25	COc1ccc(C(=O)C(O)C(c2ccc(C)cc2)N2CCOCC2)cc1OC (stereo unspecified)	-2	-8	9	-2	-2	-1	0	3	-8	-2
26	Cc1cc(N2CCCCCC2)nc(-c2ccccc2O)n1	6	8	-43	-1	2	0	8	-6	5	2
27	CCC(=O)Nc1ccc2c(c1)ncn2-c1ccccc1OC	-1	-1	-32	-6	2	-1	8	-1	-2	1
28	O=C(Nc1ccc(O)cc1)c1cccc(Oc2ccc([N+](=O)[O-])cc2)c1	0	11	8	1	-5	-2	-3	-2	7	2
29	COc1cc(NC(=S)NCc2ccco2)c(OC)cc1Cl	43	62*	-16	10	-2	0	-7	-8	-10	-3
30	CCCCC1=CC2=CC(=O)C(C)(OC(=O)CC)C(=O)C2=CN1CCc1ccc(Br)cc1 (stereo unspecified)	1	-13	/	-4	/	-1	7	/	8	5
31	O=C(O)CCN1C(=O)/C(=C\c2cccc(Oc3ccccc3)c2)SC1=S	-48	-60	-33	-4	6	-4	5	-8	-8	0
32	O=C(Nc1ccc(Br)cc1)c1cccc(OC(=S)N2CCOCC2)c1	-2	3	-63	-1	-4	-1	2	6	-8	1
33	O=[N+]([O-])c1ccc(Oc2cnc3ccccc3n2)cc1	-11	-22	-33	0	3	1	-3	-6	-23	0
34	O=C(CCCn1c(=O)c2sccc2n(CC(=O)NCC2CCCO2)c1=O)NCc1ccco1 (stereo unspecified)	-5	-3	-13	-6	2	-3	-1	2	-23	3
35	Cn1cnnc1SCC(=O)Nc1ccc(S(N)(=O)=O)cc1	5	0	-9	8	-3	-1	/	2	3	-23
36	COc1cc(C(=S)N2CCCCC2)ccc1OCC(=O)Nc1ccc(F)cc1	-3	-7	-18	-4	-1	0	1	0	-2	6
37	Cc1nn(C)c(C)c1CCC(=O)N1CCCC(Nc2ccc(C(C)C)cc2)C1 (stereo unspecified)	-9	-4	-5	-20	-2	-1	/	3	7	-2
38	Cc1cccc(Nc2n[nH]c(C)c2[N+](=O)[O-])c1	8	?	-163	-13	-4	/	-3	-3	-140	4
39	CCOC(=O)CNC(=O)CN1C(=O)CCSc2ccccc21	-1	-3	-23	0	-2	-1	0	0	17	2
40	Cc1cc(C)c(C#N)c(SCCS(=O)(=O)c2ccc(C(C)(C)C)cc2)n1	-2	-3	-9	-1	4	-3	1	-1	-29	1
41	COc1ccccc1NC(=O)c1cc2ccccc2o/c1=N\O	33	32	/	17	/	-4	1	/	-129	1
42	CN(C)c1cc(C(F)(F)F)nc(-c2ccccn2)n1	-6	3	-10	7	-3	3	-7	0	12	4
43	CC1=C(C#N)C(NC(=O)C2CCCCC2)(C(F)(F)F)C(=O)N1 (stereo unspecified)	0	9	-2	4	-1	-2	-17	-5	-30	5
44	O=C(Cn1nnc(-c2ccccc2)n1)Nc1ccccc1N1CCOCC1	/	/	8	-7	1	-2	2	6	27	-5
45	CC(=O)Nc1cccc(-n2c(=O)n(Cc3ccccc3)c(=O)c3[nH]cnc32)c1	-44	-55	-8	-5	14	0	-1	8	7	2
46	COc1ccccc1NC(=O)CCC(=O)c1ccc(-c2ccccc2)cc1	-6	-14	-19	5	-2	-1	-3	-7	-58	3
47	CC1CC=C(c2ccccc2)C(=S)N1 (stereo unspecified)	4	18	-29	14	5	-1	4	-4	-56	0
48	O=C(c1cc(Cl)cc(Cl)c1)N1CCN(c2cc(C(F)(F)F)nc3ccccc23)CC1	6	-3	-14	20	1	-1	/	4	11	-4
49	COc1ccc(C2(c3ccc(OC)cc3)NC(=O)N(CC(=O)Nc3ccc(OC)c(OC)c3)C2=O)cc1	-28	-40	-13	-1	-3	1	2	-2	24	0
50	COc1ccccc1C(=O)NCC(=O)N/N=C/c1ccc([N+](=O)[O-])cc1	5	-11	-4	1	-2	-2	-5	-1	3	1

(continued)
entry	compound	HSF1 inhib	HSF-1 act	KLF5 inh	Platelet DG rel	HSP90 refold inh	GSK3 alpha inh	Dyrk1A ADPGlo	IEC-6 tox	aSyn UTR inh	GSK3beta inhib
51	COc1ccc(/C=C2/SC(=S)N(NS(=O)(=O)c3ccccc3)C2=O)cc1	-5	-14	18	11	-1	-9	-10	0	0	-1
52	O=C(Nc1cccc(F)c1)N1CCN(C(=O)c2ccco2)CC1	0	-8	6	10	-3	-2	-3	-1	5	0
53	N#CC1=C(N)OC2=C(C(=O)CCC2)C1C1CC=CCC1 (stereo unspecified)	-1	10	-20	14	0	-3	7	3	-7	0
54	O=C1C(C2=NC(c3ccccn3)C3C(=O)N(c4ccccc4)C(=O)C23)=C(O)c2ccccc21 (stereo unspecified)	-2	-9	-31	5	13	-2	15	-6	-12	-1
55	COC(=O)C1(c2ccccc2)NC(c2ccc(O)cc2)C2C(=O)N(c3ccc4c(c3)OCO4)C(=O)C21 (stereo unspecified)	-2	6	16	-14	-1	1	-4	1	7	1
56	Cc1c(/C=N/NC(=O)c2ccc(Br)o2)cnn1C	21	61*	-65	-4	0	1	8	-1	-9	2

These rows are one share of the data, so the mix of outcomes need not match the whole.
